High-throughput results as filed in PubChem.
KCC2 mod = modulators of human KCC2 chloride dependent transport; Q9H2X9; KCC2 cells, thallium flux FluoZin-2 fluorescence; B-score of Tl+ flux slope (higher = more flux/activation; lower = inhibition) at 10 µM; 190,000 tested, 2.2% active;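 active = thallium flux slope and its plate-corrected score both differing from the plate sample mean at a set confidence after two filtering rounds, in either direction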;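 also: slope of fluorescence scaled to starting intensity during 10 to 20 s after thallium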
Target sequence (Q9H2X9 whole entry, looked up): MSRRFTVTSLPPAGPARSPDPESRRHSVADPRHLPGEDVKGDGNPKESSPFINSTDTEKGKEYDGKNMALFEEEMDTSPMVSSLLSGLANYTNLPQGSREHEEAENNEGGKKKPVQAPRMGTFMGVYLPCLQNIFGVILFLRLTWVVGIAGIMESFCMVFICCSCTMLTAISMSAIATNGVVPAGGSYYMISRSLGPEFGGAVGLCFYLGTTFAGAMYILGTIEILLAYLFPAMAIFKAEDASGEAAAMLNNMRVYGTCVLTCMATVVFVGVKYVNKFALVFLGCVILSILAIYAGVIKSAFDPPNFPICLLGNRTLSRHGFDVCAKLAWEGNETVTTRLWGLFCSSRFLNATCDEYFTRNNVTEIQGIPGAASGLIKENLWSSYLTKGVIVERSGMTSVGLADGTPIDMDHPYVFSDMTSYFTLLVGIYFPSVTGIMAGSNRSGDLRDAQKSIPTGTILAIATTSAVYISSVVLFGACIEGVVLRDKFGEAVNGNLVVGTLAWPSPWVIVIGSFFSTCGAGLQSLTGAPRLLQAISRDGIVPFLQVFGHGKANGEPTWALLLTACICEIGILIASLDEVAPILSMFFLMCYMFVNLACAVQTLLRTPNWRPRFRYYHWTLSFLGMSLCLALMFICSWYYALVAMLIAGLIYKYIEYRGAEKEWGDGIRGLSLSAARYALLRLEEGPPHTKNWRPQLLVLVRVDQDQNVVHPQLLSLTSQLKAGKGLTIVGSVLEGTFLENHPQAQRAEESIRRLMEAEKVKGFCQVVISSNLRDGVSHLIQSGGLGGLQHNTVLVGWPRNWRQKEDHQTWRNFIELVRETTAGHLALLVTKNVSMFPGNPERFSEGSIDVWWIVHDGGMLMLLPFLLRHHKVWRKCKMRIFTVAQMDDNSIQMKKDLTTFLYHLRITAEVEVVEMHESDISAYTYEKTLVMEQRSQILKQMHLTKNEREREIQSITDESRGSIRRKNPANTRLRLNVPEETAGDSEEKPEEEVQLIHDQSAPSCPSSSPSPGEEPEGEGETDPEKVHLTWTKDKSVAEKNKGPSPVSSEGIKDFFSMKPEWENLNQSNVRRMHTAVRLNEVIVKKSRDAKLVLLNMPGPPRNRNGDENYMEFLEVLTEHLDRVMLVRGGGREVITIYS
FXIa inh 1536 = factor XIa (human) inhibition | P03951 | purified FXIa, Boc-Glu-Ala-Arg-AMC fluorogenic substrate | inhibition, % at 5 µM | 220,000 tested, 0.14% active;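 active = inhibition of at least 40%; inactive = inhibition below 40%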;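 also: fluorescence of freed AMC excited at 355 nm; 0% = enzyme without compound and 100% = no enzyme blank; many of its hits are not listed in these tables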
m-calpain inh = blocks pig calpain II enzyme activity; 220,000 tested, 0.37% active; inhibition, % at 16 µM; AID 1236; purified calpain II, fluorogenic peptide substrate, 30 min;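 active = inhibition above about 50%, limit read from the data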
PERK inhibitor = human PERK inhibition, primary cell-based screen; Q9NZJ5; CHO PERK-DD fusion, SEAP luminescence translation reporter; inhibition, % at 5.6 µM; 220,000 tested, 0.17% active; AID 1416;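 active = inhibition above the mean inhibition of all tested compounds plus 3 SD, set separately per screening campaign, cut at about 2.9% in these data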;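 also: PERK kinase domain activated by AP20187 dimerizer at 100 nM; 0% = DMSO with dimerizer and 100% = rapamycin at 8.4 µM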
hK5 inh = kallikrein 5 (human) inhibition. Q9Y337. recombinant hK5, fluorogenic AMC substrate cleavage. inhibition, % at 5 µM. 210,000 tested, 0.59% active;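 active = inhibition of 40% or more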;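 also: 0% = enzyme controls without compound and 100% = no-enzyme blanks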
Thrombin inh = thrombin (human) inhibition; AID 1046; inhibition, % at 5 µM; P00734; 220,000 tested, 0.26% active; alpha-thrombin, Boc-VPR-AMC fluorogenic substrate cleavage;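 active = inhibition at or above 40%; inactive = inhibition below 40%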;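 also: 0% = enzyme with no compound and 100% = wells without enzyme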
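Material: human alpha-thrombin protein; Also added: Boc-VPR-AMC substrate, 15 µM final; Timing: enzyme reaction carried out at room temperature; Signal: fluorescence, ex 355 nm, em 460 nm; Measure: % inhibition of thrombin; Controls: enzyme without compound as high, wells lacking enzyme as low.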
FXIIa inh 1536 = factor XIIa (human) inhibition; P00748; purified FXIIa, Boc-QGR-AMC fluorogenic substrate, 2 h; inhibition, % at 5 µM; 220,000 tested, 0.3% active; AID 800; in the data active = inhibition above about 40%;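 also: 0% = enzyme with no compound and 100% = blank without enzyme; many of its hits are not listed in these tables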
Furin inhibitor = human furin inhibition. P09958. purified furin, fluorogenic substrate cleavage. inhibition, % at 30 µM. 220,000 tested, 0.061% active. AID 463115; in the data active = inhibition above about 25%; also: inactives centre near -15
Rad51 HR inh = blocks human Rad51 in homologous recombination; Q06609; hRad51 DNA strand exchange, fluorescence dequenching; inhibition, % at 10 µM; 200,000 tested, 0.085% active; AID 1385;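 active = inhibition above 40% at the single screening dose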;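 also: 0% = DMSO control wells and 100% = blanks with heterologous ssDNA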
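System: human Rad51 nucleoprotein filaments preassembled on unlabelled ssDNA. Reagent: labelled 47-mer dsDNA for strand exchange. Schedule: 30-min compound preincubation and 15-min exchange, both room temperature. Measured by: FRET fluorescence dequenching, excitation 485 nm, emission 520 nm. Read-out: Fluorescence-based percent inhibition, control- and blank-normalised. Benchmarks: plate controls and plate blanks.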
* = called active by the depositor; · = not tested or not shown; [ ] = remark or other dose. Not all compounds are listed; count on the stated rates, not on these rows.

SMILES	KCC2 mod	FXIa inh 1536	m-calpain inh	PERK inhibitor	hK5 inh	Thrombin inh	FXIIa inh 1536	Furin inhibitor	Rad51 HR inh
COC(=O)c1ccccc1NC(=O)c1nc2nc(C)cc(C(F)F)n2n1	-0.3	-5	-32	0.4	-6	-4	5	-13[20 µM]	5
O=C(c1cccs1)N1CCN(CCc2ccccc2)CC1	·	0	-40	0.1	-13	-6	-10	-16[20 µM]	3
Cc1csc(NC(=O)CCc2c(C)nc3cc(-c4cccc(F)c4)nn3c2C)n1	0.76	-1	-144	-0.2	-16	-4	4	-9	·
CC1(c2ccccc2)CC(C)(C)N(C(=O)C2CCCO2)c2ccccc21 (centres undefined)	-0.31	6	-3	-1.0	-5	2	13	-16[20 µM]	·
O=C(CSc1nnc(Cc2cc(=O)[nH]c(=O)[nH]2)n1-c1ccccc1)N1CCCC1	·	20	-4	0.1	2	2	22	-12	2
CS(=O)(=O)N(CCc1ccccc1)CC(=O)N1CCCCC1	-0.2	14	14	-0.5	27	24	32	-17[20 µM]	-1
Cc1ccc(S(=O)(=O)N(CC(=O)N(C)C)c2cccc([N+](=O)[O-])c2)cc1	-0.99	-7	-9	-0.3	-4	-8	5	-21	1
CN(C)/C=N/c1sc2c(c1C#N)CCCC2	0.62	0	-5	-0.1	3	-2	·	-18	6
CC1CCCN(C(=S)NC2CCCC2)C1 (centres undefined)	0.82	-2	-2	0.1	-5	-11	2	-14	26
NNc1nc(Nc2ccccc2)nc(N2CCCCC2)n1	-0.057	0	-29	-0.1	-33	2	12	-9[20 µM]	0
O=C(O)c1cccc(N2C(=S)N=C(Nc3ccccc3)C23CCCCC3)c1	-1.9	-2	-15	0.5	-8	2	4	-27	18
O=C(CNc1cc(S(=O)(=O)N2CCOCC2)ccc1N1CCCC1)NCc1ccco1	-0.23	7	-25	0.2	-1	·	5	-32	-4
CCCCOC(=O)CCCc1ccc([N+](=O)[O-])cc1[N+](=O)[O-]	0.36	2	17	0.1	0	1	7	-9	4
Cc1ccc(-n2nnnc2SCC#N)cc1	-0.099	-5	-8	1.2	-5	-11	·	-28	-1
Cc1ccc(C(=O)N/C(=C/c2ccccc2)C(=O)NC(Cc2ccccc2)C(=O)O)cc1 (centres undefined)	-0.42	10	-3	0.8	-13	-4	18	-7	2
COc1ccccc1/C=C/C(=O)Nc1ccc2c(c1)CCC2	0.22	-4	0	0.1	-1	-9	6	-16	-8
CC1(C)Cc2c(sc3nnn(CC(=O)Nc4ccccc4)c(=O)c23)CO1	-0.54	4	-2	0.6	-1	-1	9	-4	16
Cc1ccc(-n2c(Cc3cccs3)nnc2SCC(N)=O)cc1	·	4	-27	0.1	-11	-4	2	-23[20 µM]	6
Cc1ccc(NC(=O)CCCN2C(=S)NC(C)(C)CC2C)cc1 (centres undefined)	-0.89	-4	-11	0.9	-7	-10	1	-21	-5
Cc1ccc(C)c(-c2cc(C(=O)NN3CCOCC3)c3ccccc3n2)c1	1.5	-9	-2	0.8	-23	-3	-6	-15	-14
CCc1ccccc1NC(=O)/C(C#N)=C\c1ccc(Sc2ccccc2)o1	-1.1	1	19	2.0	2	-4	12	-10[20 µM]	-1
O=C(NCc1ccc2c(c1)OCO2)c1ccc(CS(=O)(=O)c2cccc(C(F)(F)F)c2)o1	-0.35	0	-3	-0.1	-13	-15	12	-21	·
COc1cccc(-n2c(Cc3cc(=O)[nH]c(=O)[nH]3)nnc2SC(C)C)c1	·	-9	11	0.8	8	7	-3	-14	-2
CCOc1nc(NC(=O)NC(=O)c2ccccc2)nc(-c2ccccc2)n1	0.78	-3	31	0.9	0	13	-4	-15	-8
COc1ccc(OC)c(CNC(=O)c2coc(=O)c3ccccc23)c1	0.65	-8	-22	1.1	-7	-8	0	-12	7

Sorted by the number under Furin inhibitor (high to low): three of the compounds above.
mol | Furin inhibitor
O=C(CSc1nnc(Cc2cc(=O)[nH]c(=O)[nH]2)n1-c1ccccc1)N1CCCC1 | -12
CC1CCCN(C(=S)NC2CCCC2)C1 (centres undefined) | -14
Cc1ccc(S(=O)(=O)N(CC(=O)N(C)C)c2cccc([N+](=O)[O-])c2)cc1 | -21

Remaining list, next part
SMILES	KCC2 mod	FXIa inh 1536	m-calpain inh	PERK inhibitor	hK5 inh	Thrombin inh	FXIIa inh 1536	Furin inhibitor	Rad51 HR inh
Oc1ccc(C[C@@H]2CNC(=S)N2CCc2cc(C(F)(F)F)cc(C(F)(F)F)c2)cc1	1.9	-2	12	·	2	-2	3	-20	2
COc1ccc(N/C=C/C(=O)C(F)(F)F)cc1	0.44	6	8	0.8	-3	3	11	-14	14
COc1ccc(S(=O)(=O)NNC(=O)C2Cc3c(ccc4ccccc34)O2)cc1 (centres undefined)	·	9	4	0.4	-8	2	11	-21[20 µM]	-6
COc1ccc(S(=O)(=O)N2CCOCC2)cc1NC(=O)COC(=O)C1COc2ccccc2O1 (centres undefined)	-0.6	-2	21	0.1	-14	19	8	-8	-1
Cc1cc(NC(=O)NC(=O)c2ccc(F)cc2F)n[nH]1	-1.2	-1	-9	0.5	-15	-1	16	-33	8
O=C(/C=C\c1ccc2c(c1)OCO2)NC1(C(=O)Nc2ccc3c(c2)OCO3)CCCCC1	-0.33	7	-42	-0.1	-25	-1	9	-20	-2
CCC(=O)N(C)CCc1cc2c(c(OC)c1/C=N/NC(=O)c1ccncc1)OCO2	-0.75	-3	15	1.5	-8	0	6	-13	-28
CCN(CC)CCOC(=O)C1(C2CCCCC2)CCCCC1	-0.083	-3	4	-0.3	-8	·	8	-9	0
COCCNC(=O)C(=O)NCC1OCCN1S(=O)(=O)c1cccs1 (centres undefined)	0.42	0	-20	1.3	0	-4	7	-21	·
CCCc1nnc(NC(=O)CN2C(=O)c3ccccc3C2=O)s1	-1.5	-11	5	0.6	-3	-7	-4	-20[20 µM]	-4
O=C1C2CC=C(Cl)CC2C(=O)N1CCN1CCOCC1 (centres undefined)	-0.96	-3	3	0.0	-6	0	12	-14[20 µM]	5
Clc1ccccc1/C=C/C=N/Nc1nc(N2CCOCC2)nc(N2CCOCC2)n1	·	3	-8	0.6	17	5	8	4	·
CC1CCCC(C)N1C(=O)COC(=O)C(Cc1ccccc1)NC(=O)c1cccs1 (centres undefined)	0.57	7	11	0.4	-13	-3	12	-18	·
O=c1c2[nH]c3ccc(F)cc3c2nc2n1CCS2	2.7	-4	14	0.3	-2	-8	1	-14	-5
Cc1ccnc(NS(=O)(=O)c2ccc(NS(=O)(=O)c3cccs3)cc2)n1	0.62	3	14	1.1	7	10	7	3[20 µM]	-39
CC(=O)Nc1ccc(S(=O)(=O)NCCSCc2ccco2)cc1	-0.55	7	-12	0.8	26	18	19	-14	-6
CC1=C(C(=O)Nc2ccccc2C)C(c2ccccc2)NC(=O)N1 (centres undefined)	0.17	1	-4	1.0	-5	-3	14	-26	7
O=[N+]([O-])c1ccc(N/N=C/c2c[nH]c3ccccc23)cc1	0.24	-1	12	-0.2	17	13	11	-8	-197
CCOC(=O)CSc1nc(C)cc(Oc2ccc(=O)n(C)n2)n1	0.44	9	-28	1.5	-5	2	18	-11	·
O=c1c2ccccc2ncn1-c1ccc2c(c1)OCCO2	·	0	6	0.6	-15	1	6	-5	-11
Nc1ccc(-c2nc3c(Cl)c(N)ccc3[nH]2)cc1	-0.06	-29	·	0.6	-119	-8	-70	-44	-8
COc1ccccc1OCC(=O)Sc1ccc(C)cc1	0.0011	4	5	1.2	-10	11	15	-24	-16
Cc1cc(C)c2[nH]c(=O)c(CN(CC3CCCO3)S(=O)(=O)c3ccc4c(c3)OCCO4)cc2c1 (centres undefined)	-0.61	4	-84	-1.1	-22	8	19	-3	-2
Cc1ccc(S(=O)(=O)/N=C(/c2ccccc2)N2CCOCC2)c(C)c1	0.28	-5	-32	0.0	0	-3	·	-26	5
COc1ccc(S(=O)(=O)NCCC(C)C)cc1OC	-0.38	4	22	0.1	121*	10	18	-20[20 µM]	6

More entries follow.
SMILES	KCC2 mod	FXIa inh 1536	m-calpain inh	PERK inhibitor	hK5 inh	Thrombin inh	FXIIa inh 1536	Furin inhibitor	Rad51 HR inh
c1ccc2c(SCc3cn4cccnc4n3)ncnc2c1	·	-9	-283	0.2	32	-4	6	-22[20 µM]	-9
Cc1cc(C)n(CCCNC(=O)c2ccc(S(=O)(=O)NCc3ccco3)cc2)n1	-0.0083	4	-22	0.3	5	1	15	-14[20 µM]	-7
Clc1ccccc1-c1nnn(Cc2ccc(-c3nn[nH]n3)cc2)n1	-0.27	5	-5	-0.5	-16	2	10	-12[20 µM]	·
CCNC(=O)COc1ncnc2scc(-c3ccc(F)cc3)c12	-1.5	-5	10	2.2	-15	3	1	-17	-20
Cc1ccc([N+](=O)[O-])c2c1C(N1CCCCC1)C(C)(C)O2 (centres undefined)	-0.46	-2	-10	1.8	0	-4	6	-10	2
COc1cc(C(C)=O)ccc1OCC(=O)c1cc(C)n(C2CC2)c1C	·	-4	19	-0.8	-13	-3	8	-16	5
CCc1nnc(NC(=O)CCN(c2cc(C)cc(C)c2)S(=O)(=O)c2ccc(Cl)cc2)s1	-0.46	2	18	0.5	-8	-12	8	-17	0
COc1ccccc1N(C)S(=O)(=O)c1ccc(C(=O)OCC(=O)N2CCC2)cc1	-0.26	-5	3	1.0	-8	1	3	-13	3
Cc1cccc(NC(=S)NNC(=O)CCn2cc(C)cn2)c1	0.67	-4	-14	1.5	-140	-4	7	-27[20 µM]	-8
CCOC(=O)N1CCC(N(C(=O)Nc2ccccc2)C(C)CC)CC1 (centres undefined)	·	2	-12	0.9	-13	1	11	-14	-7
COc1ccc(-n2c(Cc3cccs3)nnc2SCC(=O)Nc2ccc3c(c2)OCCO3)cc1	·	-3	1	0.0	-14	-10	12	-10	-1
C(#Cc1ccccc1)C[N+]1(CC#Cc2ccccc2)CCCCC1	1	-6	-30	0.5	3	-9	4	-27	6
Cc1nc(NC(=O)c2ccccc2)sc1-c1csc(Nc2ccc(F)cc2)n1	-0.0017	1	-55	-0.9	-15	1	12	-15[20 µM]	-14
C=CCN1C(=O)C2(c3ccccc31)C1CCCC=C1C(C#N)=C(N)C2(C#N)C#N (centres undefined)	0.31	2	11	-0.7	-20	-2	16	-16[20 µM]	12
CN(C)NC(=O)c1cccc(Cl)c1	1.4	-15	-16	-0.1	25	-4	6	-19	11
O=C(Nc1ccccn1)c1ccc([N+](=O)[O-])cc1Cl	1.2	1	-4	1.4	-2	-5	4	-22	-3
CCCCNC(=O)CSc1nc2ccccc2c(=O)n1CC1COc2ccccc2O1 (centres undefined)	0.2	-2	22	0.2	-10	1	1	-30[20 µM]	-2
Cc1ccc(C(OCC(O)CN2CCCCC2CO)c2ccccc2)cc1 (centres undefined)	0.057	-8	1	-1.1	-8	-4	-1	-20	23
CCCOc1nc(C)cc(COC)c1C(N)=O	0.0064	-6	-22	2.2	-21	0	-6	-35	-1
O=C(c1ccccc1SCc1ccccc1)N1CCCCCC1	-2.6	4	14	-0.1	2	-2	7	-17	2
COc1ccccc1CN(CC(=O)NCc1ccco1)C(=O)CNS(=O)(=O)c1ccc(C)cc1	-0.54	8	-11	0.0	-5	56*	21	-13	0
Cc1c(Cl)c([N+](=O)[O-])nn1CCCC(=O)Nc1cccnc1	-0.38	-1	-13	-0.3	-4	-3	7	-17	9
